MsrA act – activates bovine MsrA enzyme | 360,000 tested, 0.3% active | purified bovine MsrA, absorbance read-out | AID 602163 | activation, % at 10.6 µM; in the data active = activation above about 7.5%;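 note: 0% = vehicle and 100% = reference activator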
eLon inh – inhibitors of E. coli Lon protease | P0A9M0 | purified E. coli Lon protease, fluorescence polarization | inhibition, % at 7.94 µM | 360,000 tested, 0.42% active | AID 602123; in the data active = inhibition above about 13%, passing the limit was not always enough;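 note: 0% = enzyme with probe and DMSO and 100% = no enzyme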
Rin1-Abl PPI inh – inhibitors of human Rin1-Abl protein interaction. P00519+Q13671. TR-FRET Rin1/Abl binding, biochemical. inhibition, % at 7.35 µM. 360,000 tested, 0.4% active. AID 588664; in the data active = inhibition above about 5%, passing the limit was not always enough
MLLE-PAM2 inh – inhibitors of microRNA-mediated deadenylation, human PABP1 MLLE binding | P11940 | GST-MLLE / FITC-PAM2 fluorescence polarization | inhibition, % at 20 µM | 360,000 tested, 0.36% active; in the data active = inhibition above about 35%, passing the limit was not always enough;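 note: plate controls were DMSO wells with GST-MLLE for no effect and wells lacking GST-MLLE protein for full effect; some results filed as inactive read as strong as hits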
CendR NRP1 mod – modulators of CendR peptide binding to human neuropilin-1 | 360,000 tested, 0.85% active | O14786 | inhibition, % at 25 µM | AID 602438 | FAM-RPARPAR peptide binding to NRP-1, fluorescence polarization;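 active = inhibition or corrected inhibition above about 18%, plus a signal ratio from 0.5 to 1.5, limit read from the data, passing the limit was not always enough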; note: strong numbers were not always called active
Target sequence (O14786 whole entry, looked up): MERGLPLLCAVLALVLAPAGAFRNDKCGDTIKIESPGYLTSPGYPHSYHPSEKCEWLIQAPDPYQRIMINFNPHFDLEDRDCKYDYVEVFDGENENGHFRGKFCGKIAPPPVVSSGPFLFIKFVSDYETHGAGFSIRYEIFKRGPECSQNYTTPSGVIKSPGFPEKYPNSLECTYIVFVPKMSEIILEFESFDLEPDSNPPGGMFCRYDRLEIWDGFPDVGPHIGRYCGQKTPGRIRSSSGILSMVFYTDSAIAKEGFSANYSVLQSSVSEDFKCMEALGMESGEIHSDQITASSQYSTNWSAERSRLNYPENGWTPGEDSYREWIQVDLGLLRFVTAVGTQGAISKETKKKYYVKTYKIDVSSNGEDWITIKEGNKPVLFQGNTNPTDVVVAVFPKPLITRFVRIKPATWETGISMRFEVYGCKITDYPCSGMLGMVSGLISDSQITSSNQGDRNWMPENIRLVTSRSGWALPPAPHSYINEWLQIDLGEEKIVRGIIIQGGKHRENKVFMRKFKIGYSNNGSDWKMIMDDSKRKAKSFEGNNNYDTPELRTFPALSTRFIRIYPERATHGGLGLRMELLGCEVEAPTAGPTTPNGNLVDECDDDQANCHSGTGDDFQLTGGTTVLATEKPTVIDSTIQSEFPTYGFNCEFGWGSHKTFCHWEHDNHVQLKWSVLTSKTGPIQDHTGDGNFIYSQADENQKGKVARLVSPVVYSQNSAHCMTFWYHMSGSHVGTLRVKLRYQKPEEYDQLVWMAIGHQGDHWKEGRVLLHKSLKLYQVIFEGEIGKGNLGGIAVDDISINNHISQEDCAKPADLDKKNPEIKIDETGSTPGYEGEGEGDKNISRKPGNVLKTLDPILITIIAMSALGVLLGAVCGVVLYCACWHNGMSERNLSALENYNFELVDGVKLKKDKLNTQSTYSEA
FAS-TE inh – FAS thioesterase (human) inhibition; P49327; recombinant FAS-TE, OMFH fluorogenic substrate, fluorescence endpoint; inhibition, % at 15 µM; 360,000 tested, 0.67% active; AID 602261;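 active = compounds whose normalised, plate-corrected inhibition of enzyme fluorescence in the single-dose primary screen is 50% or more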;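 note: 0% = DMSO with enzyme and 100% = substrate without enzyme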
MT1-MMP act inh – blocks activation of human MT1-MMP; P50281; HT1080 RFP-PRO-GFP cells, GFP/RFP ratio fluorescence, overnight; percent of plate control window, DMSO zero; GFP/RFP ratio change, % at 20 µM; 360,000 tested, 0.061% active; AID 651647;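 active = GFP/RFP ratio change of at least 30% with cell ATP level not reduced by more than half and red fluorescence within 50% of control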; note: strong numbers were not always called active
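Assay system: HT1080 RFP-PRO-GFP cells. Benchmarks: DMSO vehicle wells and RFP-L50D-GFP reporter cell wells. Times: overnight cell settling, then overnight compound exposure, 37 °C, 5% CO2. Compound: 20 µM single dose, 1% DMSO. Read-out basis: GFP/RFP fluorescence ratio.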
SKN-1 inh – C. elegans SKN-1 inhibition; 360,000 tested, 0.49% active; inhibition, % at 21.8 µM; C. elegans VP596 Pgst-4::GFP/RFP ratio, acrylamide-induced, 24 h;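 active = interference check ratio from 0.5 to 1.5 plus GFP to RFP signal ratio inhibition reaching or exceeding a fixed threshold, cut at about 30% in these data, passing the limit was not always enough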; note: some compounds called inactive have numbers as strong as hits
Neddyl block – cullin neddylation inhibition | P61081+Q13564 | TR-FRET cullin neddylation, biochemical | calls only at 25 µM | 360,000 tested, 0.58% active; in the data active = inhibition above about 36%
The depositor's hits bear a star; i = inactive; . = not tested or not shown. Compounds as they come (roughly 4% active in at least one column).

SMILES	MsrA act	eLon inh	Rin1-Abl PPI inh	MLLE-PAM2 inh	CendR NRP1 mod	FAS-TE inh	MT1-MMP act inh	SKN-1 inh	Neddyl block
CCSc1nnc(NC(=O)C(C)C)s1	-4	0	4	7	5	-6	1	0	i
N#Cc1c(NC(=O)c2cc(C3CC3)on2)sc2c1CCC2	-10	-10	2	38	-6	-1	3	9	i
CCN1CCN(c2ccc(S(=O)(=O)N3CCCCC3)cc2NC(=O)Cc2ccccc2F)CC1	-4	-4	4	-7	6	0	4	2	i
COc1cccc(CNC(=O)c2nnn(-c3ccc(OC(F)(F)F)cc3)c2N)c1	-1	8	1	-12	8	-4	3	24	i
Cc1ccc(CNC(=O)Cn2cnc(S(=O)(=O)N3CCC(C)CC3)c2)o1	-4	0	1	-5	6	-3	2	0	i
CC(C)CN(CC(C)C)CC(O)COc1ccc([N+](=O)[O-])cc1 (centres undefined)	0	-1	5	-2	7	12	20	6	i
O=S(=O)(c1ccccc1)N1CCN(C2CCN(Cc3ccccc3)CC2)CC1	-3	-8	1	-2	-1	-4	-1	20	i
C=CCn1c(COc2ccccc2F)nnc1SCCN1C(=O)c2ccccc2C1=O	-3	-4	-1	-15	2	3	7	5	i
C=C1C(C(=O)Nc2ccc(OCC)cc2)C1C(=O)Nc1ccc(OCC)cc1 (centres undefined)	-2	0	1	9	4	5	-2	12	i
CCN(CC)CCOCCOc1cc(C)c(Cl)c(C)c1	1	-2	3	7	8	-7	2	5	i
COc1cccc(C(=O)Cn2c(N3CCOCC3)nc3c2c(=O)n(C)c(=O)n3C)c1	-8	-3	5	4	-6	0	1	-1	i
Cc1ccc(C(=O)N(Cc2cccnc2)Cc2cc3cc(C)ccc3n3nnnc23)cc1	4	-1	-1	5	2	-32	-2	5	i
COc1ccc(CNC(=O)CN(c2cc(C)cc(C)c2)S(=O)(=O)c2c(C)[nH]c(=O)[nH]c2=O)cc1	-2	-2	-4	8	1	-4	-1	11	i
CCc1cccc(NC(=O)CCNC(=O)Cn2ccc3ccccc3c2=O)c1	-4	3	6	-9	10	-5	-6	-5	i
CC(C)CC(NC(=O)C1CCC(C)CC1)C(=O)Nc1ccccc1F (centres undefined)	0	4	2	2	9	5	-5	5	i
Cc1ccc(C(=O)c2ccccc2C(=O)OCC(=O)N2CC(C)CC(C)C2)cc1 (centres undefined)	-1	-7	3	-6	0	8	-1	-4	i
COc1cc([N+](=O)[O-])ccc1NC(=O)COC(=O)c1c[nH]c(=O)[nH]c1=O	-3	-5	3	7	6	-2	3	3	i
O=C(CN(C(=O)CNS(=O)(=O)c1ccc(F)cc1)c1ccccc1)NCc1ccco1	-3	4	1	-14	8	-3	0	0	i
Cc1c(C(=O)NCCSc2ccc(Cl)cc2)cccc1[N+](=O)[O-]	0	3	-1	11	-2	41	5	9	i
CC(C)Cc1nnc(NC(=O)CS(=O)(=O)Cc2ccccc2)s1	-7	1	2	26	5	-7	1	4	i
COc1cccc2c1OC1(N3CCOCC3)CCCCC1C2C[N+](=O)[O-] (centres undefined)	-5	4	-2	4	-2	-5	1	7	i
Cc1ccc(-n2nc(C)c3c2OC(N)=C(C#N)C3c2ccncc2)cc1 (centres undefined)	-4	-8	-3	-7	-2	-6	3	-1	i
CCN(CC)c1ccc(/C=N/NC(=O)c2cccc(S(=O)(=O)N3CCOCC3)c2)c(O)c1	-3	-89	-2	-24	-38	17	2	1	.
CC(C)c1cc(C(C)C)c(S(=O)(=O)N2CCNCC2)c(C(C)C)c1	-5	13	1	8	3	-8	-6	-1	i
O=C(CCc1c[nH]c2ccccc12)NCCc1ccc(Cl)cc1	-5	5	2	-15	9	5	4	-3	i

Reprinted at random: four records from the list, in no set order.
SMILES	MsrA act	eLon inh	Rin1-Abl PPI inh	MLLE-PAM2 inh	CendR NRP1 mod	FAS-TE inh	MT1-MMP act inh	SKN-1 inh	Neddyl block
CC(C)CC(NC(=O)C1CCC(C)CC1)C(=O)Nc1ccccc1F (centres undefined)	0	4	2	2	9	5	-5	5	i
CCN(CC)c1ccc(/C=N/NC(=O)c2cccc(S(=O)(=O)N3CCOCC3)c2)c(O)c1	-3	-89	-2	-24	-38	17	2	1	.
CCN1CCN(c2ccc(S(=O)(=O)N3CCCCC3)cc2NC(=O)Cc2ccccc2F)CC1	-4	-4	4	-7	6	0	4	2	i
N#Cc1c(NC(=O)c2cc(C3CC3)on2)sc2c1CCC2	-10	-10	2	38	-6	-1	3	9	i

The results go on:
SMILES	MsrA act	eLon inh	Rin1-Abl PPI inh	MLLE-PAM2 inh	CendR NRP1 mod	FAS-TE inh	MT1-MMP act inh	SKN-1 inh	Neddyl block
CCOc1ccc(CC(=O)Nc2c3c(nn2C(C)(C)C)CS(=O)(=O)C3)cc1	-3	2	-2	3	14	-4	1	-2	i
Cc1ccccc1CNC(=O)c1ccc(CSCc2ccccc2)cc1	2	-5	4	15	6	14	3	10	i
Cn1c(=S)ccc2ccccc21	-5	1	-7	25	11	-1	2	10	i
Cc1cc(NC(=O)COC(=O)c2oc3c(ccc4ccccc43)c2C)no1	-1	2	-2	-24	2	-9	-1	7	i
O=c1c(/C=N/O)coc2ccc3ccccc3c12	-4	17	-1	10	-6	-8	0	-1	i
C/C(CC(=O)Nc1ccc(Br)cc1)=N\NC(=O)c1cccc(O)c1	-2	-7	3	-7	-16	-2	-4	10	i
COc1ccc(OCCNC(=O)Nc2cc(F)c(F)cc2Cl)cc1	-1	2	1	5	6	16	-3	-8	i
COC(=O)C[C@@H]1C=C[C@@H](NC(=O)CN(C)C)[C@@H](CO)O1	.	.	.	.	8	.	-2	-2	i
O=C1CCN(Cc2ccccc2)CCN1[C@H](COc1ccccc1)c1ccccc1	-2	-2	3	-10	7	6	-5	-17	i
Cc1ccc(S(=O)(=O)N2[C@@H](CO)CO[C@H]2CC(=O)OCc2ccccc2)cc1	.	.	.	.	1	.	9	4	i
Cc1cc2ccccc2n1CCNC(=O)c1cccs1	-6	13	-2	14	-2	-1	48	46*	i
CN1C(=O)S/C(=C/c2cccn2-c2cccc(C(=O)O)c2)C1=O	-7	-3	0	17	1	-6	-2	-1	i
O=C1C(Cc2ccccc2)NC(=S)N1c1ccccc1 (centres undefined)	-3	-1	-1	-65	-7	-3	-7	-14	i
COc1ccc(Cc2nnc(NC(=O)c3cccc(C)c3)s2)cc1	-4	-2	1	3	8	-2	1	4	i
COc1ccc(NC(=S)NC2CCCCC2)cn1	-4	-18	1	-5	-6	0	1	7	i
C/C=C/C1=CC(=O)C[C@H](c2ccc(F)cc2)C1	-3	-2	1	2	12	-4	2	-1	i
C[C@H](NC(=O)c1ccc(C(C)(C)C)cc1)C(=O)N1CCN(C/C=C/c2ccccc2)CC1	0	-4	3	18	1	20	-2	6	i
O=S(=O)(Nc1ccc(Cl)cn1)c1cccs1	-1	-4	2	1	6	-2	1	20	i
COc1ccc(CN2CC(=O)N(c3ccc(Cl)cc3)C2=S)cc1OC	-3	-4	1	15	-6	-6	-1	-14	i
Cc1cnc(NC(=O)c2sc(Nc3ccccc3)nc2N)o1	-5	5	-5	-8	-7	-2	-2	4	i
CCCCNC(=O)C1C(c2ccccc2)=Nc2ccccc2N1C(=O)c1ccc2c(c1)OCO2 (centres undefined)	.	.	.	.	14	.	-5	12	i
CCOc1ccc(C(Nc2ccc(C)cc2)P2(=O)OCCCO2)cc1 (centres undefined)	1	-2	-2	4	-7	-2	-2	-7	i
Cc1ccc2[nH]c3c(c2c1)CCc1cn[nH]c1-3	-10	-3	-3	-4	-5	-21	-5	10	i
COC(=O)C(C)Sc1nnc(Cc2cc(=O)[nH]c(=O)[nH]2)n1-c1ccc(Cl)cc1 (centres undefined)	-2	37*	-3	24	17	-3	-6	-4	i
CCCCCN(C(=O)CCC(=O)OCCOc1ccc(OCC)cc1)c1c(N)n(CCCC)c(=O)[nH]c1=O	-1	4	-5	3	4	6	-9	11	i
Continued:
SMILES	MsrA act	eLon inh	Rin1-Abl PPI inh	MLLE-PAM2 inh	CendR NRP1 mod	FAS-TE inh	MT1-MMP act inh	SKN-1 inh	Neddyl block
COc1ccc(C)cc1S(=O)(=O)N1CCC(C(=O)NC2CCCC2)CC1	-12	-11	-1	-13	5	-4	.	-2	i
CCc1ccc(-c2nc(SCC(=O)N(C)C3CCS(=O)(=O)C3)n[nH]2)cc1 (centres undefined)	-1	-11	0	-22	-14	-5	-3	1	i
C=CCn1c(SCc2c(C(=O)OC)sc(N)c2C(=O)OC)nnc1-c1ccc(Cl)cc1	1	0	1	-87	1	-1	-2	7	i
Cc1nn(CCc2n[nH]c(=S)n2-c2ccc(F)cc2)c(C)c1[N+](=O)[O-]	0	-3	1	-3	10	-3	-2	1	i
CC1=NNC(=O)C1CCC(=O)N/N=C/C=C/c1ccccc1 (centres undefined)	-3	-1	2	-7	2	-6	-1	5	i
COC(=O)c1ccccc1OCCOCCOc1cccc2ccc(C)nc12	-2	-8	4	2	-1	1	-3	1	i
CCc1ccccc1NC(=O)CCN1C(=O)c2ccccc2C1=O	-10	-6	2	3	-6	-8	3	-13	i
CN(C(=O)c1ccc(NC(=O)Cc2ccc(NC(=O)C3CCCN(S(=O)(=O)c4cccc([N+](=O)[O-])c4)C3)cc2)cc1)C1CCCC1 (centres undefined)	-9	-5	-3	-4	-27	66*	3	13	i
Cc1cc(N2CCOCC2)c(F)cc1C(=O)c1ccccc1	-1	-6	5	-8	0	2	4	10	i
O=C(O)COCC(=O)Nc1ccc(-n2cnnn2)cc1	-3	6	2	0	9	-5	3	1	i
COc1cc(NC(=O)/C=C/c2ccccc2[N+](=O)[O-])cc(OC)c1	-2	0	-2	0	-8	2	5	1	i
COc1cccc(C(NC(C)=O)c2nc(-c3ccc(F)c(Cl)c3)cs2)c1 (centres undefined)	-1	7	2	6	-7	49	1	-6	i
O=C(Nc1ccccc1N1CCOCC1)c1ccc2ccccc2n1	-5	-9	-2	-3	1	24	-7	-4	i
CN(C)S(=O)(=O)c1ccc2nc(NC(=O)c3cccnc3)sc2c1	-3	-13	2	3	-16	-6	2	25	i
CCCCNC(=O)Nc1nc2ccc(CC)cc2s1	0	7	0	1	-6	-1	-2	7	i
CC(C)(C)Cc1c(-c2ccc(Br)cc2)nc2ccc(Cl)cn12	-2	-2	-2	5	-4	24	-5	4	i
Cc1ccc(S(=O)(=O)n2[nH]c(=O)c(CCO)c2C)cc1	-8	-2	1	6	13	-5	5	6	i
Clc1ccc(-c2nnc(-c3ccccc3)nc2N2CCSCC2)cc1	-3	1	0	1	2	22	-3	2	i
O=C(/C=C/c1ccc([N+](=O)[O-])cc1)OCC(=O)N1c2ccccc2Sc2ccccc21	-11	-13	2	3	2	-1	2	6	i
COc1cccc(NC(=O)CN(C)C(=O)c2ccc(-n3cncn3)c([N+](=O)[O-])c2)c1	-5	12	2	12	2	0	3	-7	i
O=C(COC(=O)CCNS(=O)(=O)c1ccccc1)Nc1ccc(OC(F)F)cc1	1	4	0	-16	-3	3	-2	45*	i
CCCOc1ccc(Cc2nc(N)nc(N)n2)cc1	-3	-3	4	-14	-2	-6	8	6	i
CC(C)CN(C(=O)CN1CCC(C)CC1)c1c(N)n(CC(C)C)c(=O)[nH]c1=O	-5	-4	0	-1	-1	-5	0	9	i
CN1CCN(C(=O)/C(=C/c2cccs2)NC(=O)c2ccco2)CC1	-5	4	2	0	0	-6	0	-7	i
CC1CCc2nc(N)c(C#N)c(-c3ccncc3)c2C1 (centres undefined)	-12	-7	0	0	4	-6	.	-4	i
O=C(Nc1cc(NC(=O)c2ccccc2F)ccc1Cl)c1ccccc1	-2	5	1	-1	5	5	7	17	i
Cc1ccccc1OCC(=O)Nc1ccc(S(=O)(=O)N2CCCC2)cc1	-3	-4	5	-5	11	10	2	20	i
CC(C)n1c(=O)c2ccccc2n1Cc1cn(Cc2cccnc2)nn1	-13	-7	4	3	-3	-8	6	-4	.
CCN(CC)c1ccc(C(NC(=O)C(C)C)c2ccc3cccnc3c2O)cc1 (centres undefined)	-2	11	2	-17	10	-3	-9	6	i
